# Compound activity as filed in PubChem.
# PrPC surface inh = inhibitors of human cell surface prion protein PrPC, primary screen, cell-based, TR-FRET; Major prion protein (Homo sapiens), P04156; AID 720596, 2013; inhibition, % at 13.8 µM; TR-FRET read-out; 0.43% of 370,000 active; in the data active = inhibition above about 24%; also: 0% = median of the test wells and 100% = reference compound wells
# TcdB GH inh = TcdB glycohydrolase inhibitors, primary screen, biochemical, single point, plate reader; AID 652162, 2013; Toxin B (Clostridioides difficile), P18177; TcdB glycohydrolase enzymatic assay; 0.24% of 350,000 active; inhibition, % at 9.99 µM; in the data active = inhibition above about 10%
# Target sequence (P18177 whole entry, looked up): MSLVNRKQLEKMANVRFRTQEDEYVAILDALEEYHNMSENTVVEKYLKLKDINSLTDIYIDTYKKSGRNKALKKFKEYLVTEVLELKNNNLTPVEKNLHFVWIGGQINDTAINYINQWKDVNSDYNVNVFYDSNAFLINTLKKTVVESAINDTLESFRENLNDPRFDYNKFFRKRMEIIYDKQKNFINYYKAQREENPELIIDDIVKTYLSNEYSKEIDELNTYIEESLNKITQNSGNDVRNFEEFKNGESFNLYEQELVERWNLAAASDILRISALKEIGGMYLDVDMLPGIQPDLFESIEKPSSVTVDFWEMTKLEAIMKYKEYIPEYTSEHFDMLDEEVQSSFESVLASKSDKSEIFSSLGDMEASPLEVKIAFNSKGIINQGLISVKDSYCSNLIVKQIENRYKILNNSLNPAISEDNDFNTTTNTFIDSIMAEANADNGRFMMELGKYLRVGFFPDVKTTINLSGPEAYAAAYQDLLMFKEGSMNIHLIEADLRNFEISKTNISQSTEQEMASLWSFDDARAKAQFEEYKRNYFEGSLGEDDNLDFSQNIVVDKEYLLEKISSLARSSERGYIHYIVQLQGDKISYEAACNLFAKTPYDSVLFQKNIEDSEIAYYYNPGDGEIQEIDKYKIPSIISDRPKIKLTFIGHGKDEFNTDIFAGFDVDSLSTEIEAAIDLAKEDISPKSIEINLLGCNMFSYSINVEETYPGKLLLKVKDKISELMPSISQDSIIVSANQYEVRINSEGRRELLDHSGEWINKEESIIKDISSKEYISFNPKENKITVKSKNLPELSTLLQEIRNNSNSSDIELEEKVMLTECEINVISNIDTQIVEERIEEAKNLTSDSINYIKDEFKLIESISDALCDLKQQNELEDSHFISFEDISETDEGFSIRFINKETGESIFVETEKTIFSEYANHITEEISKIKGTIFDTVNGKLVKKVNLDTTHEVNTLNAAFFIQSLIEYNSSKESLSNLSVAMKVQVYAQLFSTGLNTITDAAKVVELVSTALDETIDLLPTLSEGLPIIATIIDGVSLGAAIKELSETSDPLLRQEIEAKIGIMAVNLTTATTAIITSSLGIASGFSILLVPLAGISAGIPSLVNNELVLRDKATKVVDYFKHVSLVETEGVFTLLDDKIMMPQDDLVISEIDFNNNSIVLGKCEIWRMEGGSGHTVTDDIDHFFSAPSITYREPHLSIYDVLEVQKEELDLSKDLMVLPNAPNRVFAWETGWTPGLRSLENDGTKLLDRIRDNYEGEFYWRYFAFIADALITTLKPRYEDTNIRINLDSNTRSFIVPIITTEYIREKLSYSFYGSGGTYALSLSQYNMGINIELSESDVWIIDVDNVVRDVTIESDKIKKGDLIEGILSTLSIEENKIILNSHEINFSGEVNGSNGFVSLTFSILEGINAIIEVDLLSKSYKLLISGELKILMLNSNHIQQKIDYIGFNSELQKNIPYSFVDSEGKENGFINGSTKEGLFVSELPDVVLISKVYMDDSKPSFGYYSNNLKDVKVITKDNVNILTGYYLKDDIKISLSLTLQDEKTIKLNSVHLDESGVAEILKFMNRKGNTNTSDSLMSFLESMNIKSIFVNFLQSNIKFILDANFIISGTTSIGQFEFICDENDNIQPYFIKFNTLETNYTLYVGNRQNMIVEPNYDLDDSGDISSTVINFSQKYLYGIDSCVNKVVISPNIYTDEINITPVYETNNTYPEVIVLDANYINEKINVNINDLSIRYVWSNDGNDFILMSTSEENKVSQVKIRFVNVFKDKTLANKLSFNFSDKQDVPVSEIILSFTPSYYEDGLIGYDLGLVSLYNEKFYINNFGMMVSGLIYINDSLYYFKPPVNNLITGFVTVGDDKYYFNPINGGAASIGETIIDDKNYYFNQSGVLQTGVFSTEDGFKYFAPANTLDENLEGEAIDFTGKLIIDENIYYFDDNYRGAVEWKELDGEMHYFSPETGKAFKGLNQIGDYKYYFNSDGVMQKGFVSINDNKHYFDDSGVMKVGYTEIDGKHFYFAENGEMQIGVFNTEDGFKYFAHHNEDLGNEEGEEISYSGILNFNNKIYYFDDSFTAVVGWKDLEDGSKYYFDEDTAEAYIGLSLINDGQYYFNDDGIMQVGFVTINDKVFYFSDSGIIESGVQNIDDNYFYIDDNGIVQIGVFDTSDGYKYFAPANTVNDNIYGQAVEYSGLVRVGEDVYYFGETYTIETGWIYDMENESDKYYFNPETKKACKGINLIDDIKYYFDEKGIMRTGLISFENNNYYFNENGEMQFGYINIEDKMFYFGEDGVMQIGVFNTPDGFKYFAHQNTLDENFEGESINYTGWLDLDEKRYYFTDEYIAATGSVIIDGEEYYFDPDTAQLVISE
# 3CLpro inhibitor = SARS-CoV 3CLpro protease inhibitors, primary screen, biochemical, quenched FRET; recombinant SARS-CoV 3CLpro, quenched FRET peptide cleavage; inhibition, % at 6 µM; 0.14% of 290,000 active; in the data active = inhibition above about 12%
# Yp Topo-I inh = Yersinia pestis topoisomerase I inhibitors, primary screen, biochemical, cleavage product accumulation, plate reader, single point; Y. pestis Topo-I cleavage product accumulation; activity, % at 10 µM; 0.064% of 360,000 active; in the data active = activity above about 50%, passing the limit was not always enough; also: inactives centre near 2
# PriA SSB inh = inhibitors of Klebsiella pneumoniae PriA binding to SSB C-terminal tail, primary screen, biochemical, AlphaScreen; PriA–SSB C-terminal tail interaction (Klebsiella pneumoniae); AlphaScreen SSBct-PriA binding, biotinylated peptide; inhibition, % at 33 µM; 0.6% of 430,000 active; AID 1272365, 2023; in the data active = inhibition mostly above about 37%, no sharp cut-off; inactive = mostly below about 20%;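 also: plate controls were negative control peptide for no effect and reference peptide for full effect; strong numbers were not always called active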
# Vc quorum ag = inducers of Vibrio cholerae quorum light production without autoinducers, primary screen, BH1578 luxS cqsA deficient, single point. V. cholerae BH1578 lux reporter, luminescence, 6 h. 0.16% of 350,000 active. activation, % at 18.7 µM; in the data active = activation mostly above about 9.7%, no sharp cut-off; also: not every result past the cut was called active; inactives centre near 0; reference of the scale not given here
# BoNT A protease = BoNT/A light chain protease inhibitors, primary screen, biochemical, flow cytometry, MLPCN library. Botulinum neurotoxin type A light chain protease (Clostridium botulinum A str. ATCC 3502). multiplex microsphere protease substrate cleavage. inhibition, % at 10 µM. 0.17% of 360,000 active; also: plate controls were buffer without enzyme for full effect and enzyme alone for no effect
# Anthrax LF inh2 = Bacillus anthracis LF protease inhibitors, primary screen, biochemical, multiplex microsphere, MLPCN library; inhibition, % at 10 µM; multiplex microsphere protease cleavage assay; Lethal factor (Bacillus anthracis), P15917; 0.12% of 360,000 active; also: plate controls were buffer without enzyme for full effect and enzyme alone for no effect
# PfHsp40 yeast = rescue of yeast from PfHsp40 toxicity, primary screen, S. cerevisiae, ATP luminescence; S. cerevisiae expressing PfHsp40, growth rescue; growth rescue, % at 12.5 µM; 0.68% of 340,000 active; AID 504582, 2011; in the data active = growth rescue above about 28%, passing the limit was not always enough;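 also: yeast W303a lacking pdr1 and pdr3 grown in galactose medium; growth measured after three days at 30 °C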
# * marks the source's active call; other numbers are inactive results; i = inactive; . = no result given; & = joins results of further samples. Rule as the data show it, unless noted: active = inhibition above about 30%; inconclusive = no clear call, values can overlap the other calls; inactive = below that. A portion of the library; the hit share may differ from the screen's.
SMILES,PrPC surface inh,TcdB GH inh,3CLpro inhibitor,Yp Topo-I inh,PriA SSB inh,Vc quorum ag,BoNT A protease,Anthrax LF inh2,PfHsp40 yeast
Cc1nnc(N2C(=O)c3oc4ccccc4c(=O)c3C2c2ccco2)s1 (stereo not given),-5,0.4,-5,3,-6,-0.2,-1.8,-1,-1.0
COc1ccc(C(=O)Nc2cccc(-c3csc(C)n3)c2)cc1S(=O)(=O)N1CCCC1,19,-0.1,.,9,9,i,.,.,1.6
CCC(=O)N(C)C[C@@H]1Oc2ncc(Br)cc2C(=O)N([C@@H](C)CO)C[C@H]1C,-5,0.5&-0.2,.,2,.,-0.4,0.1,-3,.
CCOC(=O)CNC(=O)c1ccc(Br)s1,0,-0.3,-5,1,-16,0.8,-0.6,0,-1.1
CCCOc1ccc(F)cc1-c1cc(C(=O)NCc2cc(C(F)(F)F)cc(C(F)(F)F)c2)[nH]n1,.,.,.,0,.,-0.4,-0.1,-4,.
CNC(=S)N/N=C/c1cn(Cc2ccc(C)cc2)c2ccccc12,8,-0.6,-4,9,.,-0.2,-0.2,-5,1.2
COc1ccccc1-c1noc2ncnc(Nc3ccccc3C)c12,0,1.8,-1,9,-14,-0.4,0.0,-5,2.6
CC(=O)Oc1ccc(C23c4ccccc4C2(OC(C)=O)c2cc(OC(C)=O)ccc23)cc1 (stereo not given),-23,2.7,.,3,-10,i,0.4,-2,0.8
CCn1c(SCC(=O)N/N=C/c2ccc(OC)c(OC)c2)nc2ccccc21,-4,.,-2,19,.,-0.2,1.1,0,-1.0
CC(=O)N/N=C/c1c(C)[nH]n(-c2ccccc2)c1=O,7,-1.2,-3,2,.,-0.3,-1.4,2,0.1
CCOc1ccc(CCNC(=O)c2ccc3c(=O)n4c(nc3c2)CCCCC4)cc1,2,1.4,0,14,-9,i,0.0,-2,0.3
Nc1nonc1C(=O)NCCNCc1ccccc1,2,.,2,-1,-1,i,-0.7,-3,-2.8
CCc1cc(C(=O)c2ccccc2)c(N)s1,8,1.2,0,-2,12,-0.2,1.0,-14,-1.2
CCOC(=O)c1ccc(NC(=S)N2CCSC2c2ccc(Br)cc2)cc1 (stereo not given),5,.,-2,8,-3,-1.7,-0.2,-1,1.4
CS(=O)(=O)N(CC(=O)N1CCCCCC1)c1ccccc1,-2,.,-2,5,-19,i,1.3,-1,0.4
Nc1nc2c(ncn2-c2ccccc2)c(=O)[nH]1,6,1.0,.,-2,-7,i,-0.1,-2,1.4
Cc1nnsc1S(=O)(=O)Cc1ccccc1C(F)(F)F,3,-0.3,2,1,1,i,-0.3,-2,0.3
CCNc1nc(NC(C)C)nc(OCC)n1,-3,.,-1,3,-38,i,-0.6,-10,0.3
O=C(N/C(=C/c1ccc(Br)cc1)C(=O)N1CCCCC1)c1ccccc1F,3,1.8,7,10,-10,0.4,-0.4,-3,-0.5
NC(c1csc(NC(=O)Nc2ccccc2Cl)n1)C1CCCCC1 (stereo not given),11,-0.6,.,4,.,i,-0.5,-9,.
NS(=O)(=O)c1ccc(CNC(=O)CCSCCC(=O)NCc2ccc(S(N)(=O)=O)cc2)cc1,7,0.5,0,-5,-20,-0.2,-1.6,6,.
COc1ccc2sc(N(CCCN(C)C)C(=O)c3ccc(S(=O)(=O)N(C)Cc4ccccc4)cc3)nc2c1,-20,-2.6,.,-15,34,-11,2.9,0,-1.0
CC1CC(C)CN(C(=O)/C(=C\c2ccccc2)c2ccccc2)C1 (stereo not given),3,.,0,24,-6,-0.3,0.5,1,0.6
CC(C)CN1CCN(Cc2nc3ccccc3s2)CC1CCO (stereo not given),-3,-0.1,1,-7,-1,i,0.5,0,-0.8
COCCCNC(=O)CCn1c(=O)c2ccccc2n(Cc2cccc([N+](=O)[O-])c2)c1=O,-2,1.1,1,3,-4,i,0.2,-3,1.6

# Shown with bars between the fields: entries from further up
SMILES | PrPC surface inh | TcdB GH inh | 3CLpro inhibitor | Yp Topo-I inh | PriA SSB inh | Vc quorum ag | BoNT A protease | Anthrax LF inh2 | PfHsp40 yeast
Nc1nonc1C(=O)NCCNCc1ccccc1 | 2 | . | 2 | -1 | -1 | i | -0.7 | -3 | -2.8
CCc1cc(C(=O)c2ccccc2)c(N)s1 | 8 | 1.2 | 0 | -2 | 12 | -0.2 | 1.0 | -14 | -1.2
CCOC(=O)c1ccc(NC(=S)N2CCSC2c2ccc(Br)cc2)cc1 (stereo not given) | 5 | . | -2 | 8 | -3 | -1.7 | -0.2 | -1 | 1.4
CS(=O)(=O)N(CC(=O)N1CCCCCC1)c1ccccc1 | -2 | . | -2 | 5 | -19 | i | 1.3 | -1 | 0.4
Nc1nc2c(ncn2-c2ccccc2)c(=O)[nH]1 | 6 | 1.0 | . | -2 | -7 | i | -0.1 | -2 | 1.4
Cc1nnsc1S(=O)(=O)Cc1ccccc1C(F)(F)F | 3 | -0.3 | 2 | 1 | 1 | i | -0.3 | -2 | 0.3
CCNc1nc(NC(C)C)nc(OCC)n1 | -3 | . | -1 | 3 | -38 | i | -0.6 | -10 | 0.3
O=C(N/C(=C/c1ccc(Br)cc1)C(=O)N1CCCCC1)c1ccccc1F | 3 | 1.8 | 7 | 10 | -10 | 0.4 | -0.4 | -3 | -0.5
NC(c1csc(NC(=O)Nc2ccccc2Cl)n1)C1CCCCC1 (stereo not given) | 11 | -0.6 | . | 4 | . | i | -0.5 | -9 | .
NS(=O)(=O)c1ccc(CNC(=O)CCSCCC(=O)NCc2ccc(S(N)(=O)=O)cc2)cc1 | 7 | 0.5 | 0 | -5 | -20 | -0.2 | -1.6 | 6 | .
COc1ccc2sc(N(CCCN(C)C)C(=O)c3ccc(S(=O)(=O)N(C)Cc4ccccc4)cc3)nc2c1 | -20 | -2.6 | . | -15 | 34 | -11 | 2.9 | 0 | -1.0
CC1CC(C)CN(C(=O)/C(=C\c2ccccc2)c2ccccc2)C1 (stereo not given) | 3 | . | 0 | 24 | -6 | -0.3 | 0.5 | 1 | 0.6
CC(C)CN1CCN(Cc2nc3ccccc3s2)CC1CCO (stereo not given) | -3 | -0.1 | 1 | -7 | -1 | i | 0.5 | 0 | -0.8
COCCCNC(=O)CCn1c(=O)c2ccccc2n(Cc2cccc([N+](=O)[O-])c2)c1=O | -2 | 1.1 | 1 | 3 | -4 | i | 0.2 | -3 | 1.6

# (more compounds)
SMILES,PrPC surface inh,TcdB GH inh,3CLpro inhibitor,Yp Topo-I inh,PriA SSB inh,Vc quorum ag,BoNT A protease,Anthrax LF inh2,PfHsp40 yeast
Cc1c(CCO)c(=O)n(C)n1C(=O)c1ccc(F)cc1,-5,.,-4,4,-11,i,0.5,-2,0.6
c1ccc(CCc2nn3c(Cn4nnc5ccccc54)nnc3s2)cc1,6,.,1,3,-2,i,-0.8,-1,0.8
COc1cc(/C=C(/NC(=O)c2ccc(Cl)cc2Cl)C(=O)O)cc(OC)c1OC,-4,2.8,-7,2,-9,-2.4,-0.1,-3,-0.8
CCC(=O)Nc1cccc(-c2nc3ccccc3c(=O)o2)c1,-3,.,2,1,-3,i,0.8,-5,-0.7
CCN1C(=O)C(=O)N(CC(=O)N2CCC(C)Sc3ccccc32)C1=O (stereo not given),5,0.4,.,3,8,7.0,-0.2,3,0.5
Cc1nc(SCC(=O)Nc2c(C)n(C)n(-c3ccccc3)c2=O)[nH]c(=O)c1Cc1ccccc1,-1,0.2,1,0,-2,-0.5,0.7,0,2.7
O=C(OCc1cncs1)c1ccccc1,6,0.4,1,-1,4,-0.2,0.7,0,1.1
Cc1ccc(CC(=O)N2CC(C)OC(C)C2)cc1 (stereo not given),3,0.1,0,5,-5,i,0.2,-4,-0.5
O=c1oc2ccc(C#CC3(O)CCCCC3)cc2cc1-n1cc(C2(O)CCCCC2)nn1,7,2.6,.,-1,3,i,-0.4,0,0.6
Cc1ccccc1O,-1,0.6,.,3,-10,-0.3,0.9,-1,-1.0
Cc1ccc(-c2nnc(SCC(=O)N3CCN(c4ccccc4)CC3)o2)cc1,-6,.,4,7,-6,-2.6,1.7,-4,0.4
Cn1cnnc1Sc1nc([N+](=O)[O-])nn1C,-11,0.4,1,3,-19,-2.9,-0.4,1,-1.3
COc1ccc(CCNC(=O)CCCn2c(SCC#N)nc3ccccc3c2=O)cc1OC,-7,.,-6,1,-6,-0.1,-2.6,0,0.7
CC1=C(C(=O)OCc2ccccc2)C(c2ccc([N+](=O)[O-])cc2)NC(=O)N1 (stereo not given),-1,-0.2,0,14,-3,i,-3.5,-5,-0.5
CC(C)[C@H](NC(=O)c1ccccc1)C(=O)OCC(=O)NCCC1=CCCCC1,-5,-1.0,4,18,5,i,0.1,-1,-0.2
CCOC(=O)c1c(NC(=S)NC(=O)c2ccc(Cn3cc(Cl)cn3)o2)sc2c1CCC(C)C2 (stereo not given),-1,.,1,4,-13,-0.8,-0.1,-1,-1.6
CCc1ccc(NC(=O)c2cnc(N3CCN(c4ccccn4)CC3)c3ccccc23)cc1,-4,1.5,0,38,-23,-0.2,-0.6,2,17
O=C(NCCc1ccccc1)c1cnc(Cl)c(Cl)c1,-9,0.2,-1,4,2,i,-0.2,35*,-1.1
Cc1ccc(Cc2cnc(NC(=O)/C(C#N)=C/c3ccc(-c4ccccc4[N+](=O)[O-])o3)s2)cc1,1,.,7,-11,7,i,2.1,1,-1.6
CCOC(=O)C1=C(C)N(C[C@@H]2CC[C@@H](Cc3ccc(-c4ccccc4)cc3)O2)C(=O)NC1c1cccc2ccccc12 (stereo not given in full),4,2.2,.,1,-117,-1.1,-0.4,-3,-0.9
CCCCSCCCNC(=O)CCCN1C(=O)c2ccccc2Sc2ncccc21,3,1.3,-4,34,10,-0.3,-1.8,-4,-0.4
CN1CCN(c2ccc(CNS(=O)(=O)c3ccc(Cl)cc3)cc2)CC1,4,1.5,0,2,-6,i,-0.4,13,0.5
CC(C)(C)c1ccc(C(=O)NCCn2c(N)c(C#N)c3nc4ccccc4nc32)cc1,-7,-0.1,0,19,-11,-0.2,0.6,0,1.6
CCCNC(=O)C1(C)CCCN(C(=O)c2ccc(F)c(Cl)c2)C1 (stereo not given),10,-5.4,.,1,.,i,-0.7,4,.
CNC(=O)C1CCC(=O)N1Cc1ccc(C)cc1 (stereo not given),4,.,-5,-2,0,-0.5,-0.3,5,0.3
O=C(NCc1cccnc1)C(=O)Nc1ccc2c(c1)OCO2,7,-0.9,-2,0,-5,-0.4,0.0,-2,0.0
CCOP(=O)(OCC)C(Nc1cccc(C(F)(F)F)c1)c1ccc(F)cc1 (stereo not given),0,0.6,4,11,-13,-0.1,-0.5,-2,1.3
COc1ccc(CN2CCN(CC=C(C)C)C(CCO)C2)cc1Cn1cccn1 (stereo not given),-9,1.0,-1,2,-5,-0.2,-0.8,1,1.6

# One compound at a time, from the list above. Screens in order: PrPC surface inh	TcdB GH inh	3CLpro inhibitor	Yp Topo-I inh	PriA SSB inh	Vc quorum ag	BoNT A protease	Anthrax LF inh2	PfHsp40 yeast
# O=C(OCc1cncs1)c1ccccc1 as listed: 6	0.4	1	-1	4	-0.2	0.7	0	1.1
# O=C(NCc1cccnc1)C(=O)Nc1ccc2c(c1)OCO2 as listed: 7	-0.9	-2	0	-5	-0.4	0.0	-2	0.0
# Cc1ccc(CC(=O)N2CC(C)OC(C)C2)cc1 (stereo not given) as listed: 3	0.1	0	5	-5	i	0.2	-4	-0.5
